# SKN-1 inh: C. elegans SKN-1 inhibition; C. elegans VP596 Pgst-4::GFP/RFP ratio, acrylamide-induced, 24 h; inhibition, % at 21.8 µM; actives 0.49% (n = 360,000);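 active = interference check ratio from 0.5 to 1.5 plus GFP to RFP signal ratio inhibition reaching or exceeding a fixed threshold, cut at about 30% in these data, passing the limit was not always enough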; also: some compounds called inactive have numbers as strong as hits
# Neddylation inh: cullin neddylation inhibition | actives 0.58% (n = 360,000) | calls only at 25 µM | TR-FRET cullin neddylation, biochemical | P61081+Q13564; in the data active = inhibition above about 36%
# Target sequence (P61081 whole entry, looked up): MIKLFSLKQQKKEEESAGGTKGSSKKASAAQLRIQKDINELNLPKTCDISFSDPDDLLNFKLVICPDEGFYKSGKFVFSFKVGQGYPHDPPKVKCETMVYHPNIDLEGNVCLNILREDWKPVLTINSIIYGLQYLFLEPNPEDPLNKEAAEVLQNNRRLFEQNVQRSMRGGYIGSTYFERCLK
# Target sequence (Q13564 whole entry, looked up): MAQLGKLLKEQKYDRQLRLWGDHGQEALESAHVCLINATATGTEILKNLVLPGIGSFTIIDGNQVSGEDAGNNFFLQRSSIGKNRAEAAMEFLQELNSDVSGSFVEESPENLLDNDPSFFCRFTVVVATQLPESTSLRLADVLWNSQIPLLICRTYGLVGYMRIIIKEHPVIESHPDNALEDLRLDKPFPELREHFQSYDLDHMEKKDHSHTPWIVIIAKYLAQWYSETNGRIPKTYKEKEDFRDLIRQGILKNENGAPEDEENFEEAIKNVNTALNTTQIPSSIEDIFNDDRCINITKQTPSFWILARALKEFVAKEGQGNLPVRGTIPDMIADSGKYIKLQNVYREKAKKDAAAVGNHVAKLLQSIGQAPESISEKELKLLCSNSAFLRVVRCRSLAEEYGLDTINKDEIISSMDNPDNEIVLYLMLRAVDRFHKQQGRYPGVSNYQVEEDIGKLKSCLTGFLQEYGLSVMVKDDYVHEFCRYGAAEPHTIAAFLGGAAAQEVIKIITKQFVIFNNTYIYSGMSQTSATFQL
# MT1-MMP act inh: blocks activation of human MT1-MMP | GFP/RFP ratio change, % at 20 µM | actives 0.061% (n = 360,000) | AID 651647 | P50281 | HT1080 RFP-PRO-GFP cells, GFP/RFP ratio fluorescence, overnight; percent of plate control window, DMSO zero;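 active = GFP/RFP ratio change of at least 30% with cell ATP level not reduced by more than half and red fluorescence within 50% of control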; also: strong numbers were not always called active
#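 Assay system: HT1080 RFP-PRO-GFP cells. Benchmarks: DMSO vehicle wells and RFP-L50D-GFP reporter cell wells. Times: overnight cell settling, then overnight compound exposure, 37 °C, 5% CO2. Compound: 20 µM single dose, 1% DMSO. Read-out basis: GFP/RFP fluorescence ratio.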
# PABP1 MLLE inh: inhibitors of microRNA-mediated deadenylation, human PABP1 MLLE binding. P11940. GST-MLLE / FITC-PAM2 fluorescence polarization. inhibition, % at 20 µM. actives 0.36% (n = 360,000). AID 588489; in the data active = inhibition above about 35%, passing the limit was not always enough;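 also: plate controls were DMSO wells with GST-MLLE for no effect and wells lacking GST-MLLE protein for full effect; some results filed as inactive read as strong as hits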
# Rin1 Abl inh: blocks binding of human Rin1 to Abl. TR-FRET Rin1/Abl binding, biochemical. inhibition, % at 7.35 µM. actives 0.4% (n = 360,000); in the data active = inhibition above about 5%, passing the limit was not always enough
# NadD block: NadD (S. aureus) enzyme inhibition; purified NadD enzyme, colorimetric absorbance read-out; inhibition, % at 20 µM; actives 0.78% (n = 360,000); AID 602399; in the data active = inhibition above about 26%; also: some compounds past the cut are filed as inactive
# FAS-TE inh: FAS thioesterase (human) inhibition; inhibition, % at 15 µM; recombinant FAS-TE, OMFH fluorogenic substrate, fluorescence endpoint; actives 0.67% (n = 360,000); P49327; AID 602261;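 active = compounds whose normalised, plate-corrected inhibition of enzyme fluorescence in the single-dose primary screen is 50% or more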;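 also: 0% = DMSO with enzyme and 100% = substrate without enzyme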
# Rpn11 block: inhibitors of human proteasome Rpn11; O00487; human 26S proteasome, Ub4-pepOG fluorescence polarization; 20S core pre-blocked with epoxomicin; calls only at 20 µM; actives 0.59% (n = 360,000);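 active = inhibition at 20 µM, scaled to each plate's controls, above about 33%, limit read from the data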
# Target sequence (O00487 whole entry, looked up): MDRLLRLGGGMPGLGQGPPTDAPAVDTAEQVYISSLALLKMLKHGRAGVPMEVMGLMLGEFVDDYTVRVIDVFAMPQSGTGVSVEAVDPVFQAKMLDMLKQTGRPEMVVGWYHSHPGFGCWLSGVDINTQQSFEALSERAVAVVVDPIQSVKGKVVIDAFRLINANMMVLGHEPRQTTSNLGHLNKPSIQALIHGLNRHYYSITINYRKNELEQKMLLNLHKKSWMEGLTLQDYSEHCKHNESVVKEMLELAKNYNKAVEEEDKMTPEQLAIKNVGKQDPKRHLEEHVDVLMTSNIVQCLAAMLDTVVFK
# CSN inh: blocks human CSN-mediated cullin deneddylation; Purified CSN, SCF-Nedd8-OG deneddylation, fluorescence polarization; inhibition, % at 12.5 µM; actives 0.38% (n = 360,000);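 active = pattern-corrected inhibition above about 35%, with an unprinted fluorescence ratio check between 0.5 and 1.5, limit read from the data, passing the limit was not always enough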;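 also: 0% = enzyme with substrate and 100% = substrate without enzyme; some results filed as inactive read as strong as hits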
#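 test system = HEK293T-derived human Csn5 enzyme | amount = 0.24 nM Csn5 enzyme, final concentration | medium = Tris/NaCl/DTT buffer, pH 7.5 | schedule = 90 min reaction at room temperature | signal = FP | evaluation = inhibition of Csn5 cleavage, % | compound dosing = single dose of 12.5 µM compound with 0.25% DMSO | probe or stimulus = 10 nM SCFSkp2-Nedd8OG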
# * marks the source's active call; other numbers are inactive results; i = inactive; . = no result given. No enrichment for hits; about 3.9% have a hit in one of these screens.
SMILES,SKN-1 inh,Neddylation inh,MT1-MMP act inh,PABP1 MLLE inh,Rin1 Abl inh,NadD block,FAS-TE inh,Rpn11 block,CSN inh
NC(=O)NC(Cc1ccccc1)C(=O)O (stereo unspecified),8,i,-1,22,3,3,-2,i,0
O=C(Nc1ccc(NC(=O)c2ccc(Cl)c(S(=O)(=O)N3CCOCC3)c2)cc1)c1ccccc1,13,.,7,4,0,9,-12,i,6
CN1CCN(NC(=S)Nc2ccc(OC(F)F)cc2)CC1,-1,i,-1,12,-2,3,-2,i,-7
COc1cccc(NC(=O)CCCN2C(=O)C3CC=CCC3C2=O)c1 (stereo unspecified),11,i,4,-1,-2,1,-8,i,-4
Cc1ccc(C(=O)Nc2cccc(S(=O)(=O)N3CCCCC3)c2)cc1S(=O)(=O)N1CCOCC1,-12,i,1,-3,0,7,33,i,-2
Cc1cc(C(F)(F)F)nc(SCC(=O)c2cccc([N+](=O)[O-])c2)n1,1,i,-1,16,4,-8,18,i,1
O=C(COc1ccc([N+](=O)[O-])cc1)Nc1ccccc1N1CCCC1,-7,i,2,4,-6,-6,21,i,-1
Cc1ccc(C)c(OCCCNCc2ccccc2)c1,6,i,5,19,6,-2,-1,i,3
COc1cc2nc(SCc3c(C)noc3C)n(CCC3=CCCCC3)c(=O)c2cc1OC,-8,i,0,-2,3,-8,28,i,0
O=S(=O)(Nc1ncnc2sc3c(c12)CCC3)c1cc(F)ccc1F,-7,i,0,0,-1,-4,-3,i,4
COc1ccc(OC)c(S(=O)(=O)NCc2cc(-c3ccccc3)no2)c1,-2,i,-2,-4,1,1,-4,i,-2
O=C(O)c1cccc2c1/C(=N/Nc1ccc([N+](=O)[O-])cc1[N+](=O)[O-])c1ccccc1-2,8,i,4,2,1,1,2,i,7
Cc1ccccc1Nc1nc(N)nc(CSc2ccccc2)n1,1,i,0,6,2,-5,13,i,-1
COC(=O)c1c(NC(=O)CN2CCOCC2)sc2c1CCC(C)C2 (stereo unspecified),10,i,-7,-1,-2,1,12,i,-1
Fc1ccc2cnc(-c3ccccc3)c(-c3ccc(C(F)(F)F)cc3)c2c1,8,i,-4,-49,7,1,28,i,-2
CCOC(=O)CNC(=O)CSc1ncnc2c1cnn2-c1ccc(OC)cc1,5,i,-2,-13,2,-23,-4,i,6
O=c1ccc(-c2ccc(S(=O)(=O)Nc3cccc([N+](=O)[O-])c3)s2)n[nH]1,-4,i,0,-4,1,-7,-3,i,0
O=C(O)c1cccc(-c2ccccc2)c1O,-13,.,1,7,-1,0,-4,i,-4
O=C(Nc1cc(=O)[nH]c(=O)[nH]1)c1cccc(C(F)(F)F)c1,18,i,4,-2,-4,2,-6,i,0
Cc1ccc(CN2CCC(C)(Oc3ccc(Cl)cc3)C2)cc1 (stereo unspecified),-5,i,2,-11,-4,-8,5,i,4
CC(Cc1cnccn1)NC(=O)c1cc(COc2ccc(F)cc2F)on1 (stereo unspecified),8,i,2,1,3,2,-6,i,-1
Cn1nnc2cc(NC(=O)Nc3cccc(Cl)c3)ccc21,8,i,-5,11,-2,3,-1,i,-1
Cc1ccc(C(=O)Nc2ccn(Cc3ccc(F)cc3)n2)o1,7,i,0,6,3,0,-6,i,4
COc1cccc(/C=N/NC(=O)c2ccccc2)c1OS(=O)(=O)c1ccccc1,-8,i,1,17,-1,1,4,i,0
COc1ccc(Cn2c(SCc3ccc(C)cc3)nc3cc(OC)c(OC)cc3c2=N)cc1Cl,-4,i,-54,-5,-7,51*,31,i,-3
O=S(=O)(Nc1ccc2oc(-c3ccccc3)nc2c1)c1ccccc1,12,.,0,-2,3,-5,18,i,-3
Cc1ccc(NC(=O)C2CCN(C(=O)c3ccco3)CC2)cc1,7,i,0,-4,0,3,-7,i,3
O=C(COC(=O)CCCOc1ccc(Cl)cc1Cl)Nc1cccc(Cl)c1,-3,i,1,-12,-4,-4,29,i,-3
Cc1ccc(C(=O)NNC(=S)NC(=O)c2ccc(Cl)cc2)cc1,6,i,3,21,0,3,0,i,-5
NNC(=O)c1sccc1OCc1ccc(Cl)cc1,4,i,4,-3,0,0,-3,i,-11
Nc1ccccc1SC1CC(=O)N(c2ccc(Cl)c(Cl)c2)C1=O (stereo unspecified),20,i,5,7,2,-10,5,i,0
CC(NS(=O)(=O)c1ccc(Cl)cc1)C(=O)NCc1ccco1 (stereo unspecified),8,i,5,3,0,-3,-11,i,3
COc1ccc2nc(NC(=O)c3ccc(NC(=O)C4CCCO4)cc3)sc2c1 (stereo unspecified),11,.,0,9,0,-2,5,i,1
Cc1ccc(CCNC(=O)C2CCCN(c3nc4ccccc4o3)C2)cc1 (stereo unspecified),0,i,-5,8,1,-9,0,i,-8
O=C(CSc1nccc(=O)[nH]1)NCc1ccco1,-4,i,-1,13,1,-3,-5,i,18
CCn1c(=N)n(CC(=O)C23CC4CC(CC(C4)C2)C3)c2ccccc21,17,i,1,11,0,-6,1,i,1
O=C(CC1C(=O)NCCN1CCCc1ccccc1)NCCc1ccccc1F (stereo unspecified),12,i,-2,-1,0,4,-1,i,-5
CN1CCN(C(=O)c2cc(C(C)(C)C)cc(C(C)(C)C)c2)CC1,-16,i,-7,4,3,-5,-8,i,3
COc1ccc(-c2ccc(C(=O)NCc3ccco3)c3occc23)c(C)c1,0,.,-3,2,-1,-3,11,i,-5
Cc1nccc(-c2cccc(NC(=O)c3ccccc3Cl)c2)n1,-5,i,2,11,-1,0,-1,i,3

# Shown as a hit in NadD block (from the list above):
mol	SKN-1 inh	Neddylation inh	MT1-MMP act inh	PABP1 MLLE inh	Rin1 Abl inh	NadD block	Rpn11 block	CSN inh
COc1ccc(Cn2c(SCc3ccc(C)cc3)nc3cc(OC)c(OC)cc3c2=N)cc1Cl	-4	i	-54	-5	-7	51*	i	-3

# Single entries from above.
# Under CSN inh, Cc1nccc(-c2cccc(NC(=O)c3ccccc3Cl)c2)n1 has 3
# Under PABP1 MLLE inh, O=C(CC1C(=O)NCCN1CCCc1ccccc1)NCCc1ccccc1F (stereo unspecified) has -1
# Under MT1-MMP act inh, COc1ccc(-c2ccc(C(=O)NCc3ccco3)c3occc23)c(C)c1 has -3
# Under CSN inh, CC(NS(=O)(=O)c1ccc(Cl)cc1)C(=O)NCc1ccco1 (stereo unspecified) has 3

# Additional records follow.
SMILES,SKN-1 inh,Neddylation inh,MT1-MMP act inh,PABP1 MLLE inh,Rin1 Abl inh,NadD block,FAS-TE inh,Rpn11 block,CSN inh
N#CC(Cc1cccc(CC(C#N)(c2ccccc2)c2ccccc2)c1)(c1ccccc1)c1ccccc1,-1,i,-1,-17,0,7,28,i,-1
CC12CC(NC(=O)N1c1cccc(C(=O)Nc3ncn[nH]3)c1)c1ccccc1O2 (stereo unspecified),-3,i,1,2,2,4,-7,i,3
Cc1sc(NC(=O)CSc2nc(N)cc(N)n2)c(C#N)c1C,-2,i,5,0,2,-1,1,i,3
C=CCNC(=S)NNC(=O)c1cccn(Cc2ccc(Cl)c(Cl)c2)c1=O,7,i,14,-24,-6,14,4,i,-2
CCc1nc(SCC(=O)Nc2ccccc2OC)c2c(C)c(C)sc2n1,12,i,-3,7,3,0,20,i,3
COc1ccc(-c2[nH]ncc2/C=C(/C#N)C(=O)NC2CCCCC2)cc1,-16,i,-14,10,0,5,-18,i,-1
CC(C[N+](C)(C)C)OC(=O)C1(c2ccccc2)CCCC1 (stereo unspecified),-1,i,-3,-94,-4,9,-8,i,-2
O=C(c1ccc(Cl)cc1Cl)N1CCN(c2ccccn2)CC1,5,i,-1,-3,-2,-3,3,i,2
COc1ccc(/C(C)=N/NC(=O)CNC(=O)/C=C\c2ccccc2OC)c(OC)c1,37*,i,-3,1,-2,2,-3,i,-1
CCN(CC)S(=O)(=O)c1cc(C(=O)Nc2cc(C)[nH]n2)ccc1Cl,-3,i,2,-6,0,2,-2,i,2
CCOC(=O)N1CCN(S(=O)(=O)c2cc(Br)cnc2N)CC1,-6,i,-2,-5,5,-6,-4,i,1
COc1ccc(OC)c(S(=O)(=O)N/N=C\c2c[nH]c3ccccc23)c1,9,i,-1,-1,3,-1,0,i,-1
Cc1ccc(C2(C)NC(=O)N(CC(=O)NCc3cccc(Cl)c3)C2=O)cc1 (stereo unspecified),8,i,0,-15,1,-9,1,i,0
O=C(COC(=O)c1ccccc1Cc1ccccc1)NC1CCS(=O)(=O)C1 (stereo unspecified),6,i,-3,-11,2,-7,-2,i,1
Cc1c(C(=O)NCc2ccccc2C(F)(F)F)sc(=O)n1Cc1ccccc1C#N,4,i,3,-11,-1,-2,11,i,0
Cc1ccc(NC(=O)c2cc(S(=O)(=O)NCCC3=CCCCC3)ccc2F)cc1,7,i,-10,19,6,-13,30,i,3
CC(NC(=O)c1cc(-c2ccccn2)nc2ccc(Cl)cc12)C1CCCO1 (stereo unspecified),1,i,-3,8,-3,-3,-1,i,-1
Cc1cc(C(F)F)n2nc(C(=O)Nc3ccc(S(=O)(=O)NC45CC6CC(CC(C6)C4)C5)cc3)nc2n1,2,i,6,1,-5,20,26,i,2
Cc1ccc(OCCNc2ccc(S(=O)(=O)N3CCCC3)cn2)cc1,-16,i,1,7,3,-2,18,i,-6
Cc1ccc(C[n+]2ccccc2)cc1,17,i,4,-5,-1,1,-10,i,-3
COC(=O)N/N=C/c1cc(Br)ccc1O,6,i,6,-1,-3,2,-2,i,0
CSc1ncnc2c1ncn2CCCN1CCN(Cc2cccc3ccccc23)CC1,0,i,5,8,-2,-5,0,i,2
COc1ccc(NC(=O)COc2ccc(N(C)S(=O)(=O)c3ccc(Cl)cc3)cc2)cc1,12,i,-3,-6,2,-9,29,i,0
Cc1cccc(-c2nnc(SCC(=O)Nc3nc4c(s3)CCCC4)n2C)c1,-24,i,-3,6,-3,0,-11,i,0
COCCN(C(=O)c1ccc(COc2ccccc2)o1)c1c(N)n(CC(C)C)c(=O)[nH]c1=O,3,i,-2,-4,-2,-5,-7,i,0
COc1ccc(CN(C)C(=O)c2ccncc2)c(OC)c1,-18,i,-1,-3,-1,3,-6,i,1
COc1ccc(S(=O)(=O)N2CCCCCC2)cc1C(=O)N(C)Cc1ccc(C(C)(C)C)cc1,5,i,-5,-1,3,2,44,i,3
CCN1CCN(c2ccc(NC(=O)c3cccc(N4CCCC4=O)c3)cc2)CC1,20,i,1,-13,1,-1,-3,i,2
CCCCCSc1nnc(-c2ccccc2N)c(=O)[nH]1,8,i,21,17,0,1,-9,i,0
CC1=C(C#N)C(c2ccccc2O)C(C#N)=C(C)N1,-16,i,-3,7,1,-5,-7,i,6
CC1C(=O)C(C)C(c2ccc(Cl)cc2)NC1c1ccc(Cl)cc1 (stereo unspecified),-5,i,1,-6,-3,5,37,i,2
O=C(Nc1ccc(N2CCOCC2)cc1)c1cc2c(s1)CCCCC2,22,i,8,-21,3,2,4,i,1
C[C@@H]1O[C@@H](OC[C@H]2O[C@@H](Oc3c(-c4ccc(O)cc4)oc4cc(O)cc(O)c4c3=O)[C@H](O)[C@@H](O)[C@@H]2O)[C@H](O)[C@H](O)[C@H]1O,13,i,5,-18,1,1,-5,i,2
CC(C)C(=O)Nc1cc(S(=O)(=O)Nc2ccc(Cl)cc2)ccc1Cl,5,i,8,-14,2,-7,39,i,-2

# High-throughput results: PubChem BioAssay, several laboratories
